# Source: PubChem (National Center for Advancing Translational Sciences (NCATS))
# TbPYK inhibitor – qHTS of Trypanosoma Brucei Inhibitors. TbPYK enzyme, Kinase-Glo Plus ATP luminescence, 45 min. pyruvate kinase (Trypanosoma brucei), Q57TT1. 0.12% of 410,000 active. Potency, µM (series often up to 76.8 µM), for inactives: at the top dose activity, negative = inhibition, hits mostly inhibitors; further: potency means the concentration at half of the fitted maximal effect; nearly all actives have a fitted effect of over 50% in size
#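 Activity of T. brucei pyruvate kinase was followed by Kinase-Glo Plus luminescence after the enzyme reacted 45 min at room temperature with 130 uM ADP (final) and substrate. Test compounds were added before ADP at multiple concentrations.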
# HCV inhibitor – qHTS Assay for Inhibitors of Hepatitis C Virus (HCV). Huh7.5.1 HCVcc-Cre infection, luciferase reporter, 44 h. 3.4% of 340,000 active. Potency, µM (highest dose often 41.8 µM), without a hit: at the highest dose activity change, negative = inhibition, actives largely listed as inhibitors; further: potency means the concentration at half of the fitted maximal effect
#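 1,000 cells/well; 4 h culture; + compound; + HCVcc-Cre (~0.5 moi); 44 h; luciferase substrate, RT 15 min; read 15 sec.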
# AMA1 RON2 block – qHTS for Inhibitors of AMA1-RON; Towards Development of Antimalarial Drug Lead: Primary Screen; 0.2% of 360,000 active; Plasmodium falciparum AMA1 (3D7) - RON2 peptide interaction; Potency, µM (highest dose often 58.2 µM), for the others: at the top dose activity change, negative = inhibition, usual class: inhibitors; AID 720542, 2013; AlphaScreen AMA1-biotinylated RON2 peptide binding;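 further: potency means the concentration at half of the fitted maximal effect; 0% = vehicle wells and -100% = peptide control; nearly all actives have a fitted effect of over 45% in size; some results filed as inactive show a strong effect at the top dose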
#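 AMA1 (3D7) with his tag at 25 nM final met compounds first, then biotinylated RON2 peptide at 25 nM; detection used donor plus acceptor beads, 10 µg/mL apiece, read by AlphaScreen after 30 min at room temperature.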
# LmPK inh – qHTS Assay for Inhibitors of Leishmania Mexicana Pyruvate Kinase (LmPK). 0.37% of 290,000 active. Q27686. Potency, µM (titrated, usually from 57.5 µM), inactives show top-dose activity change, negative = inhibition, usual class: inhibitors. purified LmPK, Kinase-Glo ATP luminescence, 1 h. AID 1721, 2009; further: potency means the concentration at half of the fitted maximal effect
# Target sequence (Q27686 whole entry, looked up): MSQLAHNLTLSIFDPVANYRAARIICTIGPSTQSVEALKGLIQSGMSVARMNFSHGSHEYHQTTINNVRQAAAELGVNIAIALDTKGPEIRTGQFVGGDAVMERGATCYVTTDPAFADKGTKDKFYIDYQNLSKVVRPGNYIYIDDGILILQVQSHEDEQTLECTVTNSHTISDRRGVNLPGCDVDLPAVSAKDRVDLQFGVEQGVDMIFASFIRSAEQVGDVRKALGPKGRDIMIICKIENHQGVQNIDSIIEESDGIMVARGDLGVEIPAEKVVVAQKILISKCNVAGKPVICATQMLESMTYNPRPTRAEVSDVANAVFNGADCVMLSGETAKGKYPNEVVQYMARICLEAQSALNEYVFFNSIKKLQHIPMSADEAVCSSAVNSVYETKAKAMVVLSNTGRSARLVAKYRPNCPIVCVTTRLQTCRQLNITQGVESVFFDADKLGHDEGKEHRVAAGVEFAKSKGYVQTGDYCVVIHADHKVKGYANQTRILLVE
#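 Purified LmPK (0.1 nM) with 0.5 mM PEP and 0.1 mM ADP in imidazole buffer pH 7.2 with MgCl2/KCl, 1 h at room temperature. ATP formed was read by luciferase luminescence and normalized to no-enzyme and uninhibited controls.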
# AmpC detergent – qHTS Inhibitors of AmpC Beta-Lactamase (assay with detergent) | P00811 | AmpC hydrolysis of nitrocefin, absorbance 480 nm, 0.01% Triton | Potency, µM (highest dose often 114 µM), for inactives: at the highest dose activity change, negative = inhibition, actives largely listed as inhibitors | 0.041% of 370,000 active | AID 485294, 2010;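 further: potency means the concentration at half of the fitted maximal effect; 0% = no-compound wells and -100% = no-enzyme wells; nearly all actives have a fitted effect of over 25% in size; some results filed as inactive show a strong effect at the top dose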
# Target sequence (P00811 whole entry, looked up): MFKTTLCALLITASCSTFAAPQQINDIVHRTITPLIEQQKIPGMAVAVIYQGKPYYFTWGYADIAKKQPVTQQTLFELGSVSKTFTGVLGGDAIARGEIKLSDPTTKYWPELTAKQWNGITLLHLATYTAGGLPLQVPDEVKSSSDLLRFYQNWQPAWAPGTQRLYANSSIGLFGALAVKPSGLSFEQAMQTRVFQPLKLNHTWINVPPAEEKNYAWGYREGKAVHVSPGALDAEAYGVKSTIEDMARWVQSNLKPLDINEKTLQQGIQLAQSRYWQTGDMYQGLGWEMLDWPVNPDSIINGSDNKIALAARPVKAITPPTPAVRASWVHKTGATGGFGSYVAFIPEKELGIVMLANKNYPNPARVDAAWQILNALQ
#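 20 mM phosphate pH 7.0 + 0.01% (detergent screen) or 0.0001% Triton X-100; 5.3 nM AmpC reagent; cpd preinc 15 min RT; nitrocefin (800 uM stock) to start; A480 q20 s × 4 min; Activity was normalised to no-enzyme and no-compound control wells.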
# AmpC no deterg – qHTS Inhibitors of AmpC Beta-Lactamase (assay without detergent); P00811; AmpC nitrocefin hydrolysis, absorbance 480 nm, 0.0001% Triton; Potency, µM (top dose mostly 57.1 µM), for the others: at the highest dose activity change, negative = inhibition, usual class: inhibitors; 0.52% of 330,000 active;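 further: potency means the concentration at half of the fitted maximal effect; plate controls were no compound for no effect and no enzyme for full effect; nearly all actives have a fitted effect of over 20% in size; some results filed as inactive show a strong effect at the top dose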
#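 AmpC (5.3 nM in the dispensed reagent) in 20 mM phosphate pH 7.0 with 0.01% (detergent screen) or 0.0001% Triton X-100 was preincubated with compounds for 15 min at room temperature. Nitrocefin was then added from an 800 uM solution, and hydrolysis was followed at 480 nm.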
# HCMV inh – qHTS Assay for inhibitors of the human cytomegalovirus (HCMV); HFF cells, HCMV-luciferase reporter, 72 h; active compounds read low; activity change, negative = inhibition, % at 57.5 µM; 4.5% of 410,000 active; in the data active means activity change below about -60%; inconclusive means no clear call, values can overlap the other calls; inactive means above about -39%
#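 Inhibition of viral replication was scored as loss of reporter luminescence in HFFs infected with HCMV-luciferase (MOI 1 PFU/cell) for 72 h; compounds tested at 2 doses, normalized to buffer and Salinomycin controls.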
# An asterisk follows results filed as active; ? = inconclusive; / = no result given; [ ] = another dose, or the depositor's remark. Unless noted, the call rests on the fitted dose curve; in most records, active means well fitted curve in the direction sought with a large enough effect; inconclusive means small, poorly fitted or top-dose-only effect, or another doubt; inactive means no such curve, though single readings can be large; an effect the other way counts as inactive or inconclusive. Unless noted, on the % scale 0 is the no-effect control and ±100 the full control effect.
Structure	HCMV inh	AMA1 RON2 block	HCV inhibitor	AmpC no deterg	TbPYK inhibitor	LmPK inh	AmpC detergent
Cc1ccccc1CNC(=O)C(=O)NCC(c1cccs1)S(=O)(=O)c1ccc(Cl)cc1 (stereo not drawn)	-7	/	/	/	6%	/	3%
Cc1ccc(O)c(CNCCNCc2cc(C)ccc2O)c1	-67*	114%[activator]	?	-18%	2%	/	3%
O=c1cc(N2CCN(Cc3ccccc3)CC2)c(-c2ccccc2)n[nH]1	-33	-17%	17%	0%	-4%	1%	-15%
CC(C)C(=O)Nc1c2c(nn1-c1ccccc1)CSC2	0	-8%	5%	-3%	-4%	-4%	-12%
Cc1cc(C)c(C)c(S(=O)(=O)NCc2ccc(C(=O)N3CCN(C)CC3)cc2)c1C	-7	-17%	-23%	203%[activator]	-4%	-2%	18%
Cc1cccc(CSCCNC(=O)CN2C(=O)c3ccccc3S2(=O)=O)c1	29	1%	-5%	-19%	-1%	3%	0%
CCCCn1c(=O)n(CC(O)c2ccccc2)c(=O)c2c1ncn2C1CCCC1 (stereo not drawn)	?	-12%	-24%	78%[activator]	-6%	1%	-1%
CCCCc1ccc(NC(=O)C2CCN(S(C)(=O)=O)CC2)cc1	-6	-9%	?	-10%	-7%	0%	?
Cc1ccc(N2CCN(S(=O)(=O)N3CCCCC3)CC2)cc1C	-69*	?	2%	-10%	7%	-3%	5%
O=C(NCCc1ccc(O)cc1)c1ccc(Cl)cc1	96	3%	0%	73%[activator]	-7%	2%	-10%
O=c1c2ccccc2nc(-c2ccc(Cl)cc2Cl)n1CCCn1ccnc1	?	14%	-8%	42%	-4%	-4%	2%
COc1ccc(C)cc1N(CC(=O)NC1CCCC1)C(=O)CCC(=O)Nc1cc(C)on1	37	-1%	-19%	29%	-2%	-1%	-9%
CCN(CC)c1ccc(NC(=O)CCc2nnc3ccc(N4CCCC4)nn23)c(C)c1	-11	-3%	-18%	64%[activator]	-14%	-2%	-11%
O=C(CN1CCN(CCO)CC1)Nc1ccc(Cl)cc1C(=O)c1ccccc1	3	-4%	?	56%	1%	2%	-4%
COc1ccc(NC(=S)NCCCc2ccccc2)cc1	-25	7%	-7%	-21%	8%	7%	-1%
O=C(Cc1ccccc1)NNS(=O)(=O)c1ccc([N+](=O)[O-])cc1	-9	-2%	1%	-5%	-8%	-2%	?
COc1ccc(N=C2SCC(=O)N2Cc2ccccc2)cc1	5	-3%	5%	-35%	4%	-1%	?
Cc1ccc(C(=O)Nc2ccccc2C(=O)OCc2cc(=O)n3nc(C4CC4)sc3n2)cc1	22	/	/	/	4%	/	14%
Cc1ccc(-c2cc(C(F)F)n3ncc(C(=O)N4CCN(c5cccc(C)c5C)CC4)c3n2)cc1	88	9%	32µM*	/	-4%	8%	1%
CC(C)Cn1c(SC(C)C(=O)Nc2ccc3c(c2)OCCO3)nc2ccccc2c1=O (stereo not drawn)	?	-11%	-17%	-43%	1%	3%	-15%
CC(C)Cn1c(N)c(C(=O)COC(=O)COc2cccc(C(F)(F)F)c2)c(=O)n(C)c1=O	26	4%	-1%	46%	3%	-1%	-1%
COCCCNC(=O)c1cccc2c(=O)c(C)c(-c3ccccc3)oc12	0	-11%	13%	-16%	-7%	1%	-2%
CCOc1cccc(CNCCO)c1OCc1ccc(Cl)cc1	?	-2%	?	0%	-4%	-1%	?
S=c1nc(-c2ccccc2Cl)n(Cc2cccnc2)c2c1CCCC2	-17	-19%	13%	-28%	35%[activator]	-2%	-6%
CC(C)(C)OC(=O)N(CCc1ccccc1)Cc1ccccc1OCc1ccc(NC(=O)C2CCCC2)cc1	-15	-2%	10%[8.37 µM]	/	-2%	/	/
Cc1ccc(C)c(N2CCN(c3ncnc4c3nc3n4CCCC3)CC2)c1	48	/	/	/	8%	/	-6%
N#Cc1ccc(CSc2nnc(-c3ccc(Br)cc3)o2)cc1	4	/	/	/	-5%	/	-5%
c1ccc2c(c1)CCN(c1ncnc3c1[nH]c1ccccc13)C2	-66*	-21%	2.5µM*	-32%	2%	2%	2%
CC(C)(C)NC(=O)COC(=O)CCC(=O)c1ccc(Cl)cc1	-30	11%	-21%	-12%[11.4 µM]	3%	5%	8%
CC1(C)OC2CCN3C(C(O)COS3(=O)=O)C2O1 (stereo not drawn)	-4	4%	12%	-25%	1%	-2%	?

# Of the compounds above, these have an aryl methoxy group:
Structure	HCMV inh	AMA1 RON2 block	HCV inhibitor	AmpC no deterg	TbPYK inhibitor	LmPK inh	AmpC detergent
COc1ccc(C)cc1N(CC(=O)NC1CCCC1)C(=O)CCC(=O)Nc1cc(C)on1	37	-1%	-19%	29%	-2%	-1%	-9%
COc1ccc(NC(=S)NCCCc2ccccc2)cc1	-25	7%	-7%	-21%	8%	7%	-1%
COc1ccc(N=C2SCC(=O)N2Cc2ccccc2)cc1	5	-3%	5%	-35%	4%	-1%	?

# Continued.
Structure	HCMV inh	AMA1 RON2 block	HCV inhibitor	AmpC no deterg	TbPYK inhibitor	LmPK inh	AmpC detergent
O=C(NC1CCCC1)c1ccc(CS(=O)(=O)c2ccc(Br)cc2)o1	27	13%	5%	-1%	-5%	12%	?
CCn1cc(/C=N/NS(=O)(=O)c2ccc(OC)cc2)c(C)n1	-15	-5%	3%	-18%	-8%	-5%	4%
CC(C)(C)c1ccc(C(=O)NNC(=O)Cc2cccc3ccccc23)cc1	-24	8%	?	-32%	-13%	5%	4%
O=C(Cc1ccccc1)c1c[nH]c(C(=O)C(Cl)(Cl)Cl)c1	19	-7%	13%	-13%	7%	-1%	9%
CCN(C[C@H]1N[C@@](Cc2ccccc2)(C(=O)OC)[C@H]2C(=O)N(Cc3ccccc3)C(=O)[C@@H]12)C(=O)Nc1ccc(Cl)cc1	-5	-1%	?	-29%	0%	/	/
CCOc1ccc(N(CC(=O)O)S(=O)(=O)c2cccnc2)cc1	6	-13%	11%	-6%	3%	2%	-18%
O=C(Cn1cnc2ccccc21)Nc1ccc2c(c1)OCCCO2	?	17%	11µM*	-7%	4%	/	5%
O=C(COc1nsnc1N1CCOCC1)N/N=C/c1ccccc1O	39	72%[activator]	?	-28%	0%	6%	-8%
O=[N+]([O-])c1cccc(/C=C/c2ccc3cccc(O)c3n2)c1	21	88%[activator]	-10%	-22%	6%	4%	2%
CC(=O)CC(C)(C)n1c[n+](C)nn1	-23	-2%	10%	-4%	5%	-2%	3%
CCOC(=O)CSc1nc2cc3c(cc2c(=O)n1CCCC(=O)NCCc1ccc(OC)c(OC)c1)OCO3	21	/	/	/	8%	/	10%
Cc1cccc(CC(=O)NCC2CCCCC2)c1	/	13%	9%	-7%	2%	-5%	-8%
Nc1[nH]nc2nc(-c3ccccc3)[nH]c(=O)c12	-12	87%[activator]	8%	-11%	-2%	-2%	3%
COc1cccc2sc(=NC(=O)CS(=O)(=O)c3ccc(F)cc3)n(C)c12	-19	18%	2%[8.37 µM]	-19%	-6%	/	-11%
Cc1ccc(C(=O)NNC(=O)CSc2nnc(C3CC3)n2C)cc1	10	35%[activator]	12%	-7%	8%	-6%	-13%
O=c1oc2ccccc2c(O)c1C=Nc1cccnc1	30	-3%	36%[activator]	-23%	-2%	-14%	0%
CC(C)c1nc(-c2ccccn2)no1	-12	-4%	15%	-9%	1%	3%	-4%
O=C(c1cc(F)ccc1F)C1CCCN(C(=O)CCCN2CCCCC2=O)C1 (stereo not drawn)	-19	0%	-4%	29%	8%	2%	4%
CCc1ccccc1NC(=O)N1C2CCCC1CC(NC(=O)C(C)(C)C)C2 (stereo not drawn)	19	5%	7%	-6%	5%	-5%	?
O=C([C@H]1O[C@@H](n2ccc(=O)[nH]c2=O)[C@H](O)[C@@H]1O)N(CCC1=CCCCC1)CC1CC1	1	0%	/	/	4%	/	/
COc1ccccc1OCCCC(=O)Nc1ccc(N2CCOCC2)cc1	?	-5%	-6%	29%	0%	1%	?
COc1cccc(/C=C2/Sc3ccc(C(=O)NCCCN4CCCC4)cc3NC2=O)c1	0	-6%	?	82%[activator]	-2%	0%	-2%

# Random excerpt: 5 records from the list
Structure	HCMV inh	AMA1 RON2 block	HCV inhibitor	AmpC no deterg	TbPYK inhibitor	LmPK inh	AmpC detergent
O=C(COc1nsnc1N1CCOCC1)N/N=C/c1ccccc1O	39	72%[activator]	?	-28%	0%	6%	-8%
O=C(Cn1cnc2ccccc21)Nc1ccc2c(c1)OCCCO2	?	17%	11µM*	-7%	4%	/	5%
O=[N+]([O-])c1cccc(/C=C/c2ccc3cccc(O)c3n2)c1	21	88%[activator]	-10%	-22%	6%	4%	2%
COc1cccc(/C=C2/Sc3ccc(C(=O)NCCCN4CCCC4)cc3NC2=O)c1	0	-6%	?	82%[activator]	-2%	0%	-2%
CCOc1ccc(N(CC(=O)O)S(=O)(=O)c2cccnc2)cc1	6	-13%	11%	-6%	3%	2%	-18%
